# tuberculosis growth: growth inhibition of non-replicating M. tuberculosis (AID 488890); inhibition, % at 25 µM; hits with a dose series show IC50 in µM; hit rate 0.39% among 320,000; Mycobacterium tuberculosis non-replicating, growth inhibition; higher % means a stronger effect; in the data active = a potency from the dose series; inconclusive = inhibition mostly from about 82% at the one dose, without a potency; inactive = the rest, 99 in 100 with inhibition below about 76%;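 also: plate controls were DMSO cells for no effect and high antibiotic wells for full effect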
# inhibitors of VEEV: inhibitors of VEEV TC-83 cytopathic effect, confirmation, Vero cells (AID 588727); hit rate 0.13% among 350,000; Vero cells, VEEV TC-83 cytopathic effect inhibition; higher % means a stronger effect; inhibition, % at 20 µM, or IC50 in µM where a hit was titrated; in the data active = a potency from the dose series; inconclusive = inhibition mostly from about 14% at the one dose, without a potency; inactive = the rest, 99 in 100 with inhibition below about 12%; also: strong numbers were not always called active
# PhoP GFP inhibition: Inhibition of PhoP regulon, Salmonella typhi GFP reporter cells, confirmation, 4 h (AID 1850); hit rate 0.33% among 310,000; one-dose inhibition, % at 50 µM; IC50 in µM for titrated hits; Salmonella Typhi PhoP-promoter GFP reporter, fluorescence, 4 h; higher % means a stronger effect; in the data active = a potency from the dose series; inconclusive = inhibition mostly from about 25% at the one dose, without a potency; inactive = the rest, 99 in 100 with inhibition below about 19%;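 also: 0% = induced wells with vehicle and 100% = uninduced wells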
# M. tuberculosis HTS: M. tuberculosis growth inhibition, HTS (AID 449762); M. tuberculosis H37Rv growth inhibition, 7H9 media; higher % means a stronger effect; inhibition, % at 25 µM; hits with a dose series show IC50 in µM; hit rate 0.59% among 330,000; in the data active = a potency from the dose series; inconclusive = inhibition above about 70% without an active follow-up result;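 also: bacterial growth assessed after seven days of incubation; strong numbers were not always called active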
# influenza NS1A: H1N1 influenza NS1A inhibitors, functional cell based assay (AID 504329); NS1A functional cell-based assay, percent inhibition; higher % means a stronger effect; inhibition, % at 12.5 µM; hits with a dose series show IC50 in µM; hit rate 0.3% among 340,000; in the data active = a potency from the dose series; inconclusive = inhibition above about 27% without an active follow-up result; also: strong numbers were not always called active
# inhibitors of VEEV 10K pilot screen: recorded beside inhibitors of VEEV, whose call it bears; inhibition, %; measured here: 10K pilot screen inhibition
# * marks the source's active call; other numbers are inactive results; i = inactive; u = inconclusive; x = no result given.
SMILES,tuberculosis growth,inhibitors of VEEV,PhoP GFP inhibition,M. tuberculosis HTS,influenza NS1A,others
O=C(COC(=O)c1ccccc1)NC12CC3CC(CC(C3)C1)C2,i,4.5%,x,-2%,-4%,
CC(=O)c1c(-c2ccccc2)[nH]c2ccccc12,58%,0.7%,-4%,-9%,2%,
COc1ccccc1N1CCN(Cc2ccccc2)CC1,-6%,0.2%,-5%,-2%,-12%,
CCNC(=O)C1CCCN(c2nc(C)cc(C)n2)C1 (stereo not drawn),0%,2.4%,15%,3%,-5%,
COc1ccc(N2CCN(Cc3cc4c(cc3Br)OCCO4)CC2)cc1,75%,1.1%,5%,u,10%,
COc1ccc(NC(=O)CN(C)S(=O)(=O)c2ccc(Cl)cc2)c([N+](=O)[O-])c1,5%,2.5%,9%,-1%,16%,
C/C(CC(=O)Nc1cc(C)ccn1)=N\NC(=O)c1ccc(C)cc1,-22%,0.2%,-11%,-2%,6%,
CN(CC(=O)Nc1ccccc1C(F)(F)F)C(=O)CSCc1ccccc1,0%,1.6%,-7%,1%,2%,
Cn1cccc1C(=O)N1CCN(c2cccc(C(F)(F)F)c2)CC1,-5%,i,-6%,-11%,-14%,
O=C(NC1CCCN(Cc2ccc(Cl)cc2)C1)c1ccoc1 (stereo not drawn),5%,3.3%,12%,-3%,17%,
COc1ccc(-c2c(C)c3ccc(O)cc3oc2=O)cc1OC,5%,1.4%,-23%,-4%,-11%,
CCn1c(SCC(=O)Nc2c(C)n(C)n(-c3ccccc3)c2=O)nnc1-c1cccc(C)c1,-7%,1.0%,1%,-5%,13%,
Nc1nc(SCC(=O)N2CCc3ccccc32)[nH]c(=O)c1-c1ccccc1,2%,8.0%,12%,3%,1%,
CCC(C(=O)Nc1ccccc1OC)n1c(C(=O)OC)cc2ccsc21 (stereo not drawn),-2%,7.7%,7%,-7%,5%,
Cc1ccc(C(=O)N2CCN(c3ccccn3)CC2)cc1C,-1%,1.1%,6%,11%,-4%,
CCCCc1n[nH]c(=S)n1Cc1ccc(C)cc1,7%,0.5%,-4%,-2%,-15%,
Cc1ccc(CN(Cc2ccco2)C(=O)c2ccco2)cc1,8%,i,-3%,-3%,5%,
CCC(c1nnc(SCC(=O)Nc2cccc(S(N)(=O)=O)c2)n1-c1ccc(OC)cc1)N(C)C (stereo not drawn),-10%,i,6%,-13%,8%,
Cc1cccc(OCC(=O)NCCN2CCOCC2)c1,-2%,2.1%,3%,6%,-1%,
O=C(Nc1cccnc1Cl)c1cccc(F)c1,-6%,x,2%,10%,x,
COc1ccccc1NC(=O)c1ccc(NC(=O)CSc2n[nH]c(N)n2)cc1,19%,0.9%,4%,23%,-7%,
CC(NC(=O)C1CCN(C(=O)c2cccs2)CC1)c1ccc(S(N)(=O)=O)cc1 (stereo not drawn),-17%,i,x,5%,-6%,
COc1cccc(Oc2c(C)oc3c(CN4CCCC4)c(O)ccc3c2=O)c1,-14%,i,-18%,3%,17%,
COc1ccccc1N1CCN(C(=O)CNC(=O)Cn2cnc3sc(C)c(C)c3c2=O)CC1,-19%,3.6%,1%,-2%,-1%,
NC(=O)c1ccc(N2CCOCC2)nc1,4%,0.8%,-8%,-5%,-11%,

# Structures from the list above that have an aryl methoxy group, in the order listed:
SMILES,tuberculosis growth,inhibitors of VEEV,PhoP GFP inhibition,M. tuberculosis HTS,influenza NS1A,others
COc1ccccc1N1CCN(Cc2ccccc2)CC1,-6%,0.2%,-5%,-2%,-12%,
COc1ccc(N2CCN(Cc3cc4c(cc3Br)OCCO4)CC2)cc1,75%,1.1%,5%,u,10%,
COc1ccc(NC(=O)CN(C)S(=O)(=O)c2ccc(Cl)cc2)c([N+](=O)[O-])c1,5%,2.5%,9%,-1%,16%,
COc1ccc(-c2c(C)c3ccc(O)cc3oc2=O)cc1OC,5%,1.4%,-23%,-4%,-11%,
CCC(C(=O)Nc1ccccc1OC)n1c(C(=O)OC)cc2ccsc21 (stereo not drawn),-2%,7.7%,7%,-7%,5%,
CCC(c1nnc(SCC(=O)Nc2cccc(S(N)(=O)=O)c2)n1-c1ccc(OC)cc1)N(C)C (stereo not drawn),-10%,i,6%,-13%,8%,
COc1ccccc1NC(=O)c1ccc(NC(=O)CSc2n[nH]c(N)n2)cc1,19%,0.9%,4%,23%,-7%,
COc1cccc(Oc2c(C)oc3c(CN4CCCC4)c(O)ccc3c2=O)c1,-14%,i,-18%,3%,17%,
COc1ccccc1N1CCN(C(=O)CNC(=O)Cn2cnc3sc(C)c(C)c3c2=O)CC1,-19%,3.6%,1%,-2%,-1%,

# The list continues.
SMILES,tuberculosis growth,inhibitors of VEEV,PhoP GFP inhibition,M. tuberculosis HTS,influenza NS1A,others
Cc1cnc(NC(=O)C(C)N2CCN(C)CC2)s1 (stereo not drawn),15%,i,3%,0%,-12%,
CC1CC(C)CN(C(=O)c2cc(S(=O)(=O)N3CCCCC3)ccc2Cl)C1 (stereo not drawn),4%,i,2%,-6%,-8%,
CC(C)CNC(=O)CC(c1ccccc1)c1ccccc1,-11%,0.4%,-4%,-4%,0%,
COc1ccc(-c2cccc(-c3nc4ccc(Cl)cn4c3NC3CCCCC3)c2)cc1,4%,3.5%,x,0%,6%,
CC1CCCCN1S(=O)(=O)c1ccc(C(=O)Nc2nnc(-c3ccccn3)o2)cc1 (stereo not drawn),34%,2.7%,11%,4%,-5%,
O=C(Cn1nc(C(F)F)cc1C(F)F)NNC(=S)Nc1ccc(Cl)cc1,1%,2.6%,8%,-2%,4%,
O=C(CSc1ccc(-c2ccco2)nn1)NCc1ccccc1,23%,0.3%,-10%,-4%,-7%,inhibitors of VEEV 10K pilot screen=1.4
O=C1CN(C(=O)COC(=O)c2cccc(S(=O)(=O)NCc3ccccc3)c2)c2ccccc2N1,13%,2.1%,0%,-6%,2%,
C=CCn1c(SCC(=O)N(C)C2CCS(=O)(=O)C2)nnc1-c1ccncc1 (stereo not drawn),-11%,1.3%,2%,-12%,2%,
Cc1ccc(OCC(=O)N2N=C(c3ccncc3)CC2(O)C(F)(F)F)cc1C (stereo not drawn),-3%,0.5%,7%,1%,-11%,
Cc1cc(=O)[nH]c(SCC(=O)c2ccc(C)c(C)c2)n1,-1%,0.3%,-11%,-2%,7%,
COC(=O)c1ccc(NC(=O)N(c2ccccc2)c2ccccc2)cc1,-2%,1.6%,0%,0%,-9%,
O=C(Nc1ccc(S(=O)(=O)Nc2nccs2)cc1)C(F)(F)F,78%,2.4%,14%,u,-1%,
CN1CCN(Cc2nc3c(c(=O)n(C)c(=O)n3C)n2Cc2cccc3ccccc23)CC1,x,0.5%,x,x,0%,
Cc1ccccc1N(CC(=O)NC1CCCCC1)C(=O)CNC(=O)c1cccs1,4%,i,-2%,-6%,12%,
S=c1[nH]nc(-c2ccco2)n1-c1ccccc1Cl,28%,2.3%,5%,0%,-6%,
CCSc1nnc(NC(=O)[C@H](C)NC(=O)c2ccccc2Cl)s1,-3%,0.5%,-3%,-2%,0%,
Cc1ccc2c(c1)nc(-n1nc(C)cc1C)c1nnnn12,27%,0.3%,-3%,12%,-4%,
CCCNC(=O)C1CC(=O)N(c2ccc(OCc3ccc(F)cc3)cc2)C1 (stereo not drawn),55%,i,-3%,3%,-2%,
Cc1cccc(/C(N)=N/OC(=O)c2cccs2)c1,70%,6.6%,-6%,-3%,-8%,
CC(C)(C)c1ccc(C(=O)NN=C2CCCC2)cc1,3%,4.5%,-3%,6%,-5%,
OC(c1ccccc1)(c1ccccc1)C1CCCN1 (stereo not drawn),-9%,i,2%,-3%,4%,
O=C(NC(Cc1ccccc1)c1nc2ccccc2[nH]1)c1ccc(Cl)c([N+](=O)[O-])c1 (stereo not drawn),-9%,3.1%,-10%,-1%,-3%,
CCCn1cc(S(=O)(=O)c2ccc(OC)cc2)c(=O)c2cc(OC)ccc21,-13%,0.3%,8%,2%,-2%,
Cc1cc(C)c(OCCCCN(C)C)c(Br)c1,22%,1.7%,12%,4%,-3%,

# Next section.
SMILES,tuberculosis growth,inhibitors of VEEV,PhoP GFP inhibition,M. tuberculosis HTS,influenza NS1A,others
Cc1ccc(C)c(N2N=C(C(=O)OCc3nnc(-c4ccccc4)o3)CCC2=O)c1,-5%,2.6%,10%,-6%,-2%,
CCN1CCc2nc(SCC(=O)Nc3ccc(OC)cc3)c(C#N)cc2C1,19%,5.2%,4%,-8%,9%,
CCN(Cc1nc2ccccc2n1C)c1ccccc1,-5%,3.4%,-3%,-20%,-5%,
O=C(NCc1ccc(F)cc1)C(Cc1ccccc1)NS(=O)(=O)c1cccs1 (stereo not drawn),13%,0.8%,-14%,1%,4%,
CCCCOc1ccc(OC(=O)c2cccnc2)cc1,54%,1.7%,15%,u,-4%,
O=C(O)[C@H]1CCCC[C@H]1C(=O)Nc1ccc(Nc2ccccc2)cc1,56%,0.2%,1%,3%,8%,
COc1ccc(Cn2c(O)c(/C=C3/C=CC=N3)c(=O)[nH]c2=O)cc1,u,2.0%,-28%,u,1%,
COc1ccc(Cc2noc(-c3ccc(OC)c(OC)c3)n2)cc1OC,4%,0.4%,1%,5%,-1%,
COc1ccccc1C(=O)NC(=O)COC(=O)c1oc2ccccc2c1C,-6%,2.4%,x,-7%,-13%,
O=C(N/N=C/c1ccncc1)c1ccc(-n2cccc2)cc1,35%,i,-5%,-8%,0%,
Cc1ccccc1CN1C(=O)c2ccccc2Sc2ccc(C(=O)O)cc21,28%,4.1%,15%,1%,-3%,
O=C(Nc1ccc(N2CCOCC2)cc1)c1ccccc1SCC(=O)N1CCCC1,1%,0.6%,1%,-1%,-1%,
COc1ccccc1OCc1nc(C#N)c(N2CCC(C(N)=O)CC2)o1,-17%,0.9%,-11%,13%,6%,
Cc1cc(Cl)cc(C)c1OCCOCCNCc1ccccc1,77%,0.5%,-2%,23%,-9%,
CCOC(=O)C1=C(C)OC(N)=C(C#N)C1c1ccc(OC)c(CSc2ccccn2)c1 (stereo not drawn),21%,i,-5%,6%,6%,
CC(=O)Nc1cccc(/C(C)=N/NC(=O)c2cccs2)c1,u,1.2%,-1%,11%,8%,
O=C1CCCCCN1C(=O)c1ccc(C(=O)N2CCCCCC2=O)cc1,3%,0.7%,-2%,-5%,-5%,
COc1ccccc1CNC(=O)c1cc(C(C)=O)c[nH]1,-12%,i,-8%,-5%,1%,
COc1ccc(OC)c(-c2cc(C(=O)N/N=C/c3cc(OC)c(OC)cc3OC)c3ccccc3n2)c1,0%,u,-4%,2%,0%,
O=C(O)c1ccc2c(c1)c1c3n2CCNC3CCC1 (stereo not drawn),-15%,1.5%,6%,1%,-6%,
CC(C)(C)c1ccc(OCc2ccc(C(=O)NCc3cccnc3)o2)cc1,7%,0.3%,-18%,-7%,-14%,
NS(=O)(=O)c1cc(C(=O)N2CCc3ccccc32)c(Cl)cc1Cl,0%,i,-3%,-10%,1%,
COc1cccc(CN2CCC(CO)(CC3CCCCO3)CC2)c1 (stereo not drawn),-4%,1.4%,6%,-1%,8%,
Cc1ccc(C(=O)Nc2ccc(Oc3ccc(C(=O)O)c(C(=O)O)c3)cc2)cc1C,-5%,0.5%,5%,-5%,0%,
CCC1CCC/C1=N\NC(=O)CCC(=O)Nc1ccccc1Cl (stereo not drawn),1%,1.0%,4%,-5%,5%,

# (next part)
SMILES,tuberculosis growth,inhibitors of VEEV,PhoP GFP inhibition,M. tuberculosis HTS,influenza NS1A,others
CN1CCN(C(=O)C2CCCN(c3ncnc4c3nc3n4CCCCC3)C2)CC1 (stereo not drawn),7%,0.9%,5%,9%,-1%,
Cc1ccc(NC(=S)N(Cc2ccco2)C(C)c2cccs2)c(Cl)c1 (stereo not drawn),-11%,i,22%,-8%,-4%,
NC(=O)C1CCCN(CCc2ccccc2)C1 (stereo not drawn),-3%,0.8%,-11%,-4%,3%,
Cc1ccc(S(=O)(=O)NCc2cccnc2)cc1C(=O)N1CCCC1,-3%,3.3%,0%,-15%,-2%,
CC(NC(=O)C1CCCN(S(=O)(=O)c2cccc3nonc23)C1)c1ccccc1 (stereo not drawn),-1%,0.2%,7%,-2%,2%,
COc1ccc(OC)c(-n2c(-c3cnccn3)n[nH]c2=S)c1,6%,3.3%,0%,-1%,3%,
CC(C)(C)S(=O)N1Cc2cc(=O)n(Cc3ccccc3)c(CCO)c2[C@H]1CCO (stereo partly drawn),x,0.3%,x,x,-6%,
Nc1ccc(-c2nnn(Cc3ccccc3F)n2)cc1,33%,2.6%,0%,10%,-5%,
C=CCSc1nnc(NC(=O)c2ccc(NC(C)=O)cc2)s1,8%,3.1%,2%,4%,-6%,
O=C(Nc1ccccc1C(=O)NCc1cccnc1)c1cccc([N+](=O)[O-])c1,7%,0.5%,-7%,-7%,-5%,
Cc1ccccc1-c1nc2sc(C)c(C)c2c(=O)o1,74%,2.4%,7%,28%,3%,
